S1P2 blocker: S1P2 (human) receptor antagonism; 97,000 compounds, 0.21% hits; cell-based S1P2 antagonist assay, inhibition at 5 uM; inhibition, % at 5 µM; AID 736; O95136; in the data active = inhibition above about 45%;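 note: CRE beta-lactamase reporter cells expressing human S1P2 stimulated with S1P; 0% = agonist at EC80 alone and 100% = agonist plus reference antagonist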
S1P2 ag: activates the human S1P2 receptor; S1P2-expressing cell line, agonist reporter read-out; O95136; 97,000 compounds, 0.46% hits; activation, % at 4.5 µM; in the data active = activation above about 16%;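 note: 0% = vehicle low control and 100% = maximal reference agonist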
EphB4 ephrin blk: blocks human EphB4 binding to ephrin-B2. EphB4 LBD / TNYL-RAW-Alexa532 peptide, fluorescence polarization. AID 720. 97,000 compounds, 0.15% hits. P54760. inhibition, % at 7 µM;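 active = inhibition above the screen-wide mean inhibition plus 3 SD, cut at about 15% in these data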;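 note: 0% = DMSO wells and 100% = excess unlabeled TNYL-RAW peptide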
Target sequence (P54760 whole entry, looked up, the tested form may be a part): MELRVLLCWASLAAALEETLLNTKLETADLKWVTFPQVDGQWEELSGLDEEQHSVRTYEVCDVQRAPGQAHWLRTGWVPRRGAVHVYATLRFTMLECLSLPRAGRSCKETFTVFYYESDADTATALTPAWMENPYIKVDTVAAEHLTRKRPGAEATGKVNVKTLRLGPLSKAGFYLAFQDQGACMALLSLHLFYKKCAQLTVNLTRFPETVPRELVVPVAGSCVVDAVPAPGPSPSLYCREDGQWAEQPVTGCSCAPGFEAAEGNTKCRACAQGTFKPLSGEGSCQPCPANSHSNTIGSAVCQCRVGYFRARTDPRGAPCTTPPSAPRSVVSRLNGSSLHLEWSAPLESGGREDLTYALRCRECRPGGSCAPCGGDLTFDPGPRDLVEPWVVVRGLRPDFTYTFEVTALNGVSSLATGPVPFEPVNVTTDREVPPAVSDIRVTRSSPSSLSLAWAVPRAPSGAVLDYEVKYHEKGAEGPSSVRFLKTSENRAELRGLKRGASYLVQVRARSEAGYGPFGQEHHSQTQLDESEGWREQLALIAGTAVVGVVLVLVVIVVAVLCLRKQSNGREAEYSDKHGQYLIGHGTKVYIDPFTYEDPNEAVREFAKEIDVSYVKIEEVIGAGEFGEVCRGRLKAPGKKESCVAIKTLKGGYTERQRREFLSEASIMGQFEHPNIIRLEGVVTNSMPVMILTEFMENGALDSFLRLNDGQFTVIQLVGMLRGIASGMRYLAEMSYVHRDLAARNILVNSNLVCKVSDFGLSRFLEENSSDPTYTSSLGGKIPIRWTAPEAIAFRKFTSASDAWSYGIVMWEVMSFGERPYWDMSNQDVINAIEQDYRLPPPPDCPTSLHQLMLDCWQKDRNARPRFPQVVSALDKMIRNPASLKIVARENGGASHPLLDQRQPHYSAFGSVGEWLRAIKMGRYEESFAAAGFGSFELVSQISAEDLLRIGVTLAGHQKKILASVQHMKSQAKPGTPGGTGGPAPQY
PLK1 inh: blocks human PLK1 kinase activity | P53350 | AID 619 | recombinant PLK1 kinase, TR-FRET peptide phosphorylation | inhibition, % at 10 µM | 97,000 compounds, 0.53% hits;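 active = inhibition of 50% or more in the single-concentration screen; inactive = inhibition below 50%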;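 note: 0% = DMSO max control and 100% = H-89 dihydrochloride min control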
FAK blocker: blocks human focal adhesion kinase activity | biochemical FAK kinase activity assay | inhibition, %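 (tested at 7 µM)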 | 97,000 compounds, 0.84% hits | Q05397; in the data active = inhibition above about 19%;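 note: 0% = DMSO and 100% = reference compound high control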
PLAP act: activators of human placental alkaline phosphatase. P05187. 96,000 compounds, 1.2% hits. purified PLAP enzyme, luminescent substrate read-out; hits give high values. activation fold at 20 µM. AID 696; in the data active = activation fold above about 2
Plk1 PBD FP: inhibitors of human Plk1 polo box domain binding; P53350; Plk1 PBD phosphopeptide binding, fluorescence polarization; inhibition, %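 (tested at about 20 µM)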; 97,000 compounds, 0.13% hits; in the data active = inhibition above about 34%, passing the limit was not always enough
MT1-MMP txn act: activates MT1-MMP transcription | activation factor at 10 µM | HT1080 MT1-MMP promoter luciferase reporter, luminescence, overnight; hits give high values | 86,000 compounds, 0.16% hits;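 active = activation factor of at least 2 for MT1-MMP transcription at 10 µM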
HIV Rev-RRE inh: inhibitors of HIV-1 Rev-RRE RNA interaction; P05866; Rev peptide-RRE RNA binding, FRET; inhibition, % at 8 µM; 97,000 compounds, 0.79% hits; AID 704;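 active = inhibition above the screen-wide mean plus 3 SD, cut at about 35% in these data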;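 note: 0% = median DMSO wells and 100% = median Neomycin B control wells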
Target sequence (P05866 whole entry, looked up): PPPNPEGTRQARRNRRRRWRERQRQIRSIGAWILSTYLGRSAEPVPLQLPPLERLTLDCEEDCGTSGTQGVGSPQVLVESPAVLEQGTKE
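Assay system: labelled RRE RNA duplex and labelled Rev peptide / Medium: HEPES pH 7.5 salt buffer with EDTA / Reagent: labelled Rev peptide / Schedule: 5 + 15 min at 25 °C / Signal: FRET, excitation 480 nm, emission 540 nm donor and 671 nm acceptor / Benchmarks: DMSO and neomycin B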
Numbers without * were called inactive.

`CC(=O)c1cccc(NC(=O)NC2CC3CCCC(C2)N3CC(C)C)c1` (stereo unspecified) gave S1P2 blocker -5, S1P2 ag -1, EphB4 ephrin blk -1, PLK1 inh -8, FAK blocker -1, Plk1 PBD FP -5, MT1-MMP txn act 1.4 and HIV Rev-RRE inh -1.
Screening Cc1cc(C)c(S(=O)(=O)N2CCN=C2c2ccccc2)cc1C returned S1P2 blocker 12, S1P2 ag -1, EphB4 ephrin blk 2, PLK1 inh -4, FAK blocker 1, PLAP act 0.8, Plk1 PBD FP -5, MT1-MMP txn act 1.2 and HIV Rev-RRE inh 7.
O=C(O)C(Oc1ccc2c3c(c(=O)oc2c1)CCC3)c1ccccc1 (stereo unspecified) was read as S1P2 blocker -20, S1P2 ag -1, EphB4 ephrin blk -8, PLK1 inh -14, FAK blocker -4, PLAP act 1.5, Plk1 PBD FP 23, MT1-MMP txn act 1.1 and HIV Rev-RRE inh -1.
O=C1c2ccccc2C(=O)C1Cc1cccc2ccccc12 was read as S1P2 blocker 9, S1P2 ag -2, EphB4 ephrin blk -4, PLK1 inh -11, FAK blocker 2, PLAP act 1, Plk1 PBD FP 16 and HIV Rev-RRE inh 6.
`Cc1c(/C(O)=C2\C(=O)C(=O)N(CCN(C)C)C2c2cccnc2)cnn1-c1ccccc1` (stereo unspecified) gave S1P2 blocker 7, S1P2 ag -4, EphB4 ephrin blk -10, PLK1 inh -4, FAK blocker -3, PLAP act 1.1, Plk1 PBD FP -13, MT1-MMP txn act 1.2 and HIV Rev-RRE inh 10.
CCC(=O)NCCc1nc2ccccc2n1Cc1ccc(C)cc1 was read as S1P2 blocker 4, S1P2 ag -2, EphB4 ephrin blk -7, PLK1 inh -8, FAK blocker 3, PLAP act 1.1, Plk1 PBD FP 15, MT1-MMP txn act 1 and HIV Rev-RRE inh -1.
CCCCOc1ccc(-c2c(C#N)c(N)nc(SCC(N)=O)c2C#N)cc1 was read as S1P2 blocker -10, S1P2 ag 9, EphB4 ephrin blk -2, PLK1 inh -23, FAK blocker 1, PLAP act 1.4, Plk1 PBD FP -20, MT1-MMP txn act 1.2 and HIV Rev-RRE inh 16.
Screening CNc1cc(CS(=O)c2ccccc2)nc(-c2ccccc2)n1 (stereo unspecified) returned S1P2 blocker 5, S1P2 ag -8, EphB4 ephrin blk -1, PLK1 inh -15, FAK blocker 2, PLAP act 1, Plk1 PBD FP 12 and HIV Rev-RRE inh 3.
For CCCCNC(=O)c1cc2c(=O)n3cccc(C)c3nc2n(Cc2ccncc2)c1=N the results were S1P2 blocker -9, S1P2 ag 11, EphB4 ephrin blk -5, PLK1 inh -5, FAK blocker -2, PLAP act 1.5, Plk1 PBD FP 23, MT1-MMP txn act 1.2 and HIV Rev-RRE inh 4.
Screening C=CCc1cccc(/C=N/c2nc3ccccc3n2CC)c1O returned S1P2 blocker -1, S1P2 ag -2, EphB4 ephrin blk -6, PLK1 inh -4, FAK blocker 2, PLAP act 0.9, Plk1 PBD FP -5, MT1-MMP txn act 1.1 and HIV Rev-RRE inh 4.
`CC1=CC(C)(C)NC(=S)N1c1ccc2ccccc2c1` gave S1P2 blocker -6, S1P2 ag -6, EphB4 ephrin blk -3, PLK1 inh -12, FAK blocker -1, PLAP act 0.8, Plk1 PBD FP -13, MT1-MMP txn act 1.1 and HIV Rev-RRE inh -1.
For O=c1oc2ccccc2c(N2CCCCC2)c1CN1CCCCC1 the results were S1P2 blocker -3, S1P2 ag -2, EphB4 ephrin blk -3, PLK1 inh -12, FAK blocker 6, Plk1 PBD FP -18, MT1-MMP txn act 1 and HIV Rev-RRE inh 6.
Screening COCc1nnc(NC(=O)CCc2ccccc2)s1 returned S1P2 blocker -2, S1P2 ag 0, EphB4 ephrin blk -2, PLK1 inh -10, FAK blocker 3, PLAP act 1.1, Plk1 PBD FP 8, MT1-MMP txn act 1 and HIV Rev-RRE inh -1.
Screening Cc1ccc(CC2CC(=O)N(c3nc4ccccc4n3C)C2=O)cc1 (stereo unspecified) returned S1P2 blocker -5, S1P2 ag -5, EphB4 ephrin blk 1, PLK1 inh -10, FAK blocker 3, PLAP act 1.7, Plk1 PBD FP -8 and HIV Rev-RRE inh 2.
For CC1(C)N=C(SCC(=O)Nc2ccccc2)C(c2ccc(Cl)cc2)=N1 the results were S1P2 blocker -34, S1P2 ag -3, EphB4 ephrin blk -9, PLK1 inh 3, FAK blocker 0, PLAP act 1, Plk1 PBD FP -5, MT1-MMP txn act 1.2 and HIV Rev-RRE inh 7.
For CCOc1cc(NC(=S)NCc2ccco2)c(OCC)cc1NC(C)=O the results were S1P2 blocker 6, S1P2 ag -5, EphB4 ephrin blk -8, PLK1 inh -15, FAK blocker -4, PLAP act 1.1, Plk1 PBD FP -4 and HIV Rev-RRE inh -4.
COc1ccccc1N1CCN(C(=O)C(C)N(c2ccc(C)cc2)S(C)(=O)=O)CC1 (stereo unspecified) was read as S1P2 blocker -4, S1P2 ag 2, EphB4 ephrin blk 2, PLK1 inh -4, FAK blocker -1, PLAP act 1.5, Plk1 PBD FP -14, MT1-MMP txn act 1.2 and HIV Rev-RRE inh 8.
For Cn1c(=O)cc(OCC(=O)NCc2cccnc2)c2ccccc21 the results were S1P2 blocker 2, S1P2 ag -3, EphB4 ephrin blk 3, PLK1 inh -2, FAK blocker 4, PLAP act 1, Plk1 PBD FP -20, MT1-MMP txn act 1 and HIV Rev-RRE inh 6.
Screening CCOC(=O)c1c(-c2ccccc2)oc2ccc(OC(C)=O)cc12 returned S1P2 blocker -20, S1P2 ag -5, EphB4 ephrin blk 6, PLK1 inh -16, FAK blocker -1, PLAP act 0.8, Plk1 PBD FP 0, MT1-MMP txn act 1.2 and HIV Rev-RRE inh 10.
Screening COC(=O)c1cc2n(n1)CCN(Cc1ccccc1F)C2=O returned S1P2 blocker 19, S1P2 ag -8, EphB4 ephrin blk 4, PLK1 inh -12, FAK blocker 2, PLAP act 0.9, Plk1 PBD FP -16 and HIV Rev-RRE inh 4.
`O=C(CN(Cc1cccs1)C(=O)CNS(=O)(=O)c1ccc(Cl)cc1)NCc1ccco1` gave S1P2 blocker -16, S1P2 ag -3, EphB4 ephrin blk -2, PLK1 inh -34, FAK blocker 2, PLAP act 1.1, Plk1 PBD FP 22, MT1-MMP txn act 1.2 and HIV Rev-RRE inh 6.
For CCCCCCC12CCC(C(=O)O)(CC1)CC2 the results were S1P2 blocker -19, S1P2 ag -2, EphB4 ephrin blk -5, PLK1 inh -9, FAK blocker -2, Plk1 PBD FP 17, MT1-MMP txn act 1 and HIV Rev-RRE inh -3.
For CCN1C(=O)CC(N2CCC(Nc3ccc(F)cc3)CC2)C1=O (stereo unspecified) the results were S1P2 blocker 0, S1P2 ag -2, EphB4 ephrin blk 1, PLK1 inh -6, FAK blocker -4, PLAP act 1.2, Plk1 PBD FP -20, MT1-MMP txn act 1 and HIV Rev-RRE inh 1.
CCOC(=O)c1[nH]c(C)c(C(=O)NC(C)CC)c1C (stereo unspecified) was read as S1P2 blocker 0, S1P2 ag -7, EphB4 ephrin blk -3, PLK1 inh 0, FAK blocker 1, PLAP act 0.9, Plk1 PBD FP -4, MT1-MMP txn act 1.1 and HIV Rev-RRE inh 7.
For COc1ccc(Cc2nc(-c3ccccc3)no2)cc1 the results were S1P2 blocker -3, S1P2 ag -8, EphB4 ephrin blk -8, PLK1 inh 4, FAK blocker -9, PLAP act 0.9, Plk1 PBD FP -13, MT1-MMP txn act 1.8 and HIV Rev-RRE inh 8.
Screening CC1(c2ccc3c(c2)OCO3)NC(=O)N(CC(=O)Nc2ccc(N3CCOCC3)cc2)C1=O (stereo unspecified) returned S1P2 blocker 12, S1P2 ag -6, EphB4 ephrin blk -4, PLK1 inh -12, FAK blocker 2, PLAP act 1.4, Plk1 PBD FP 1, MT1-MMP txn act 1.1 and HIV Rev-RRE inh 0.
For O=C(O)c1ccccc1-c1ccccc1C(=O)Nc1cccc2ccccc12 the results were S1P2 blocker -4, S1P2 ag -6, EphB4 ephrin blk 4, PLK1 inh -4, FAK blocker -9, PLAP act 1, Plk1 PBD FP 6 and HIV Rev-RRE inh 3.
For CCCNC(=O)Cn1cnc2sc(C(=O)Nc3cc(OC)c(OC)c(OC)c3)c(C)c2c1=O the results were S1P2 blocker -21, S1P2 ag 2, EphB4 ephrin blk -5, PLK1 inh 1, FAK blocker 3, PLAP act 1.2, Plk1 PBD FP -5, MT1-MMP txn act 1.3 and HIV Rev-RRE inh 7.
Screening O=C(CSc1nnc(-c2cnccn2)n1Cc1ccco1)c1ccc(Cl)c(Cl)c1 returned S1P2 blocker 0, S1P2 ag -2, EphB4 ephrin blk 2, PLK1 inh 4, FAK blocker -3, PLAP act 1.5, Plk1 PBD FP 4, MT1-MMP txn act 1 and HIV Rev-RRE inh 4.
CCOc1ccc(-c2cc(C(=O)O)c3ccccc3n2)cc1 was read as S1P2 blocker -7, S1P2 ag -5, EphB4 ephrin blk 5, PLK1 inh -5, FAK blocker -1, PLAP act 1.4, Plk1 PBD FP 15, MT1-MMP txn act 0.7 and HIV Rev-RRE inh 9.
For CC(C)(C)C(=O)Cn1ncc(NC2CC2)c(Br)c1=O the results were S1P2 blocker -3, S1P2 ag -7, EphB4 ephrin blk 0, PLK1 inh -9, FAK blocker -1, PLAP act 1.2, Plk1 PBD FP 9 and HIV Rev-RRE inh 4.
For CC(C)C(=O)Nc1cccc(-c2cn3ccsc3n2)c1 the results were S1P2 blocker -10, S1P2 ag -4, EphB4 ephrin blk 3, PLK1 inh -10, FAK blocker 3, PLAP act 0.9, Plk1 PBD FP 24, MT1-MMP txn act 1.1 and HIV Rev-RRE inh 10.
Screening O=C(c1cc2ccccn2n1)N1CCN(c2cccc(C(F)(F)F)c2)CC1 returned S1P2 blocker 24, S1P2 ag -4, EphB4 ephrin blk -1, PLK1 inh 0, FAK blocker 2, PLAP act 1.1, Plk1 PBD FP -3, MT1-MMP txn act 1 and HIV Rev-RRE inh 5.
O=C(NC1CCN(Cc2ccccc2)CC1)c1ccccc1F was read as S1P2 blocker 9, S1P2 ag -8, EphB4 ephrin blk 0, PLK1 inh -3, FAK blocker 4, PLAP act 1.3, Plk1 PBD FP -22, MT1-MMP txn act 1 and HIV Rev-RRE inh 2.
`NC1=NC(=O)/C(=C\c2cccs2)S1` gave S1P2 blocker 1, S1P2 ag -9, EphB4 ephrin blk -4, PLK1 inh -2, FAK blocker 4, PLAP act 1, Plk1 PBD FP -19 and HIV Rev-RRE inh 6.

At a glance, five of the compounds above.
For CCCNC(=O)Cn1cnc2sc(C(=O)Nc3cc(OC)c(OC)c(OC)c3)c(C)c2c1=O the results were S1P2 blocker -21, S1P2 ag 2, EphB4 ephrin blk -5, PLK1 inh 1, FAK blocker 3, PLAP act 1.2, Plk1 PBD FP -5, MT1-MMP txn act 1.3 and HIV Rev-RRE inh 7.
Screening O=C(CSc1nnc(-c2cnccn2)n1Cc1ccco1)c1ccc(Cl)c(Cl)c1 returned S1P2 blocker 0, S1P2 ag -2, EphB4 ephrin blk 2, PLK1 inh 4, FAK blocker -3, PLAP act 1.5, Plk1 PBD FP 4, MT1-MMP txn act 1 and HIV Rev-RRE inh 4.
CCOc1ccc(-c2cc(C(=O)O)c3ccccc3n2)cc1 was read as S1P2 blocker -7, S1P2 ag -5, EphB4 ephrin blk 5, PLK1 inh -5, FAK blocker -1, PLAP act 1.4, Plk1 PBD FP 15, MT1-MMP txn act 0.7 and HIV Rev-RRE inh 9.
For CC(C)(C)C(=O)Cn1ncc(NC2CC2)c(Br)c1=O the results were S1P2 blocker -3, S1P2 ag -7, EphB4 ephrin blk 0, PLK1 inh -9, FAK blocker -1, PLAP act 1.2, Plk1 PBD FP 9 and HIV Rev-RRE inh 4.
For CC(C)C(=O)Nc1cccc(-c2cn3ccsc3n2)c1 the results were S1P2 blocker -10, S1P2 ag -4, EphB4 ephrin blk 3, PLK1 inh -10, FAK blocker 3, PLAP act 0.9, Plk1 PBD FP 24, MT1-MMP txn act 1.1 and HIV Rev-RRE inh 10.
